Bioassay records as filed in PubChem BioAssay.
SSB-PriA inh: K. pneumoniae PriA-SSBct interaction inhibition. AlphaScreen SSBct-PriA binding, biotinylated peptide. inhibition, % at 33 µM. hit rate 0.6% among 430,000. AID 1272365; in the data active means inhibition mostly above about 37%, no sharp cut-off; inactive means mostly below about 20%;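 further: plate controls were negative control peptide for no effect and reference peptide for full effect; strong numbers were not always called active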
An asterisk follows results filed as active; & = joins results of further samples.

entry	SMILES	SSB-PriA inh
1	Cc1nc2ccccc2c(=O)n1-c1ccc(NS(=O)(=O)c2ccccc2C(F)(F)F)cc1	-14.0&11.0
2	Cc1ccc(C(N)=NOC(=O)c2ccc(C)cc2Cl)cc1	-15.6
3	Cc1cc(C(=O)N2CCOCC2)nn1CC(=O)NC(c1ccccc1)c1ccccc1	0.0
4	O=C(Cc1ccccc1)Nn1c(O)c(C=C2C=Nc3ccccc32)sc1=S	-7.9
5	COc1cccc(CSc2nc(CC(=O)Nc3cc(Cl)ccc3OC)cc(=O)[nH]2)c1	-3.0
6	Cc1cc(C(=O)Nc2cc(C)nn2C(C)C)n(C)n1	-8.0
7	CC(C)Oc1ccc(C(=O)NCCCS(=O)(=O)N2CCN(c3ccccn3)CC2)cc1	-15.0
8	COc1cc(C=NNC(=O)CCC(=O)NCc2ccccc2)cc(OC)c1OC	-10.1
9	CC(=O)N1CCN(S(=O)(=O)c2ccc(C(=O)Nc3cccnc3)cc2)CC1	-18.0&-10.0
10	C[C@H](O)CN1CCN(S(=O)(=O)c2ccc(F)cc2)CC1	1.0
11	CCOc1cccc2sc(N(CCCN(C)C)C(=O)c3ccc(S(=O)(=O)N(C)C)cc3)nc12	-3.0
12	O=[N+]([O-])c1nn(-c2cccc(Cl)c2)n(O)c1=NC1CCCCCCC1	50.4
13	CCCCOc1ccc(NC(=O)N2CC(c3nc(-c4cnccn4)no3)C2)cc1	-13.0
14	CC(=NNC(=O)Cn1ccc(C(F)(F)F)n1)c1ccc2c(c1)OCO2	-8.3
15	COc1ccc2sc(OC3CCN(S(=O)(=O)c4cccnc4)CC3)nc2c1	8.0
16	Cn1cnnc1SCc1ccccc1Cl	-16.0&-6.0
17	CCOC(=O)C1CCCN(C(=O)CCc2c(C)nn(-c3nc(C)cc(=O)[nH]3)c2C)C1 (configuration not stated)	-1.0
18	O=C(Nc1ncnc2sccc12)c1ccc(C(=O)c2ccccc2)cc1	-5.0
19	O=C(NNC(=O)c1ccc(=O)n(Cc2ccc(Cl)cc2)c1)c1ccc2ccccc2c1	4.0
20	CCOC(=O)c1oc2ccccc2c1NC(=O)c1cc(Cl)ccc1OC	-19.0&-9.0

entry	SMILES	SSB-PriA inh
21	O=C(O)c1ccc(-n2ccnc2)nn1	-19.0
22	COc1ccc(OC)c(-c2ccc(=O)n(CCNC(=O)NCc3ccccc3)n2)c1	-3.0&-1.0
23	O[C@H](COc1cccc2ccccc12)CN1CCN(c2cccc(Cl)c2)CC1	12.0
24	COc1ccc(OC)c(S(=O)(=O)NCCS(=O)(=O)N2CCN(c3ccc(F)cc3)CC2)c1	1.0&-14.0
25	COC(=O)CSC1CCN(C(=O)c2cccc3ccc(C)nc23)C1 (configuration not stated)	-13.0
26	CC(=O)NN=C(C)CC(=O)NC(C)(C)C	-14.7
27	O=C(Cn1nc(-c2ccccc2)c2sc(N3CCCCC3)nc2c1=O)OCc1ccccc1	2.0
28	Cc1nc2c(=O)n(Cc3cccc(F)c3)nc(-c3ccco3)c2s1	-11.0
29	Cc1ccc(NC(=O)C(=O)NCCN2CCOC(c3ccccc3)C2)cc1Cl (configuration not stated)	-5.0
30	Cc1cc[n+](-c2[nH]c(=O)sc2C=NN=C([O-])c2ccccc2)cc1	-6.6
31	CC(C)(C)C(=O)NCCc1cn2ccccc2n1	-4.0
32	O=C(NN=Cc1ccc([N+](=O)[O-])s1)c1cncc(Br)c1	2.3
33	COc1ccccc1CNC(=O)Cn1nc(-c2ccc(Cl)cc2)ccc1=O	4.0
34	CCn1c(=NC(=O)C2CCCN2S(=O)(=O)c2ccc(OC)cc2)sc2cc(C)ccc21 (configuration not stated)	-1.0
35	COc1ccc(Cl)cc1NC(=O)Nc1ccc2c(c1)N(S(=O)(=O)c1cccs1)CCC2	-13.0
36	O=C(CN1CCC(COCc2ccc(Cl)cc2)CC1)Nc1ccccc1	-22.0
37	CCC(=O)Nc1ccc(S(=O)(=O)NCCn2nc(-c3ccncc3)ccc2=O)cc1	-14.0
38	O=C(COc1ccc(Cl)cc1Cl)NCCNc1cc(-n2cccn2)ncn1	-20.0
39	COc1ccccc1CCNC(=O)C(=O)Nc1ccc(N2CCCCS2(=O)=O)cc1	0.0
40	COc1ccc(-c2noc(C3CCCN(S(=O)(=O)c4ccc5c(c4)CCCC5)C3)n2)cc1OC (configuration not stated)	-16.0

entry	SMILES	SSB-PriA inh
41	O=C(CSc1nccn2nc(-c3ccc(F)cc3)cc12)Nc1ccc(Oc2ccccc2)cc1	-11.0
42	O=C(CCc1csc(NC(=O)c2ccc[nH]c2=O)n1)NCc1ccc(F)cc1	1.0
43	COCCN(Cc1ccncc1)C(=O)c1ccco1	-8.0
44	Cc1nn(C(=O)c2sc3ccccc3c2Cl)c(C)c1Sc1ccccc1	-2.0
45	CCCCCCCC(=O)NN=C(C)c1cccnc1	1.6
46	Cn1nc(-c2ccc(F)cc2)cc1C(=O)Nc1ccc2c(c1)C(=O)N1CCCCC1CCO2 (configuration not stated)	-7.0
47	CC(=O)c1cccc(NC(=O)c2ccc(C(C)(C)C)cc2)c1	-16.0
48	CCOc1ccccc1NC(=O)CSC1=NS(=O)(=O)c2cc(F)ccc2N1	8.0
49	O=S1(=O)C=C(O)c2sccc2N1Cc1ccccc1	5.0
50	OB(O)c1ccc(OCCN2CCOCC2)cc1	-10.0
51	CC(C)C(=O)Nc1ccc(SCC(=O)NCCc2ccccc2)nn1	8.0
52	CCSc1ccc(C(=O)N(CCN2CCOCC2)c2nc3ccc(OC)cc3s2)cc1	-5.0
53	CC(=NNC(=O)c1cccc([N+](=O)[O-])c1)c1cccc(NC(=O)C2CC2)c1	-9.4
54	O=C(NCc1cc(-c2ccco2)on1)C1CCC1	-10.0
55	O=C(Cn1c(=O)oc2ccccc21)N1CCC(CSCc2ccco2)CC1	8.0
56	CS(=O)(=O)N(CC(=O)NN=Cc1cc2c(cc1Br)OCO2)c1ccccc1Br	1.2
57	COc1cc(C=Nn2c(C)nc3ccccc3c2=O)cc(OC)c1O	-4.5
58	COc1cccc(C=NN2CCN(Cc3ccccc3)CC2)c1O	-7.0
59	Cc1cc(NC(=O)c2c(F)cccc2Cl)n(-c2ncnc3c2cnn3-c2cccc(C)c2C)n1	-1.0
60	COC(=O)c1ccc(S(=O)(=O)N2CCN(C(=O)c3cnn4ccccc34)CC2)cc1	-8.0

entry	SMILES	SSB-PriA inh
61	COc1ccc(NC(=O)c2ccc3nnc(SCC(=O)Nc4cccc(OC)c4)n3c2)cc1	-3.0
62	CC1CCC(C(C)C)C(OP(=O)(OC2CC(C)CCC2C(C)C)C(O)C2COC(C)(C)O2)C1 (configuration not stated)	-24.0
63	CC(C)(O)CC[C@@H](O)C(C)(O)[C@H]1CC[C@@]2(O)C3=CC(=O)[C@@H]4C[C@@H](O)[C@@H](O)C[C@]4(C)[C@H]3CC[C@]12C (some centres not stated)	-3.0
64	O=c1c2c(-c3ccccc3)csc2ncn1N=Cc1ccc(O)c([N+](=O)[O-])c1	7.9
65	O=S(=O)(Nc1cccc(-c2ccc(N3CCOCC3)nn2)c1)c1cc(C(F)(F)F)ccc1Cl	-9.0
66	O=C(Nc1nc2c(s1)CSc1ccccc1-2)[C@@H]1CCCN1S(=O)(=O)c1cccs1	16.0
67	O=C(N[C@H]1CCN(c2nccs2)C1)c1cc(-c2ccco2)[nH]n1	5.0
68	CC(Oc1ccc2c(c1)OCO2)C(=O)NC(c1cccnc1)C1CCOCC1 (configuration not stated)	-13.0
69	COCC(=O)NCC1(c2ccccc2)CCOCC1	-11.0
70	COc1ccc(C(=O)CSc2nnc(CCc3c(C)[nH]c(=O)n(C)c3=O)o2)cc1OC	8.0
71	O=C(Nc1ccc(Cl)c(C(F)(F)F)c1)c1cc2c(cc1Br)OCCO2	-1.0
72	CC(C)c1cc(=O)n2c(n1)SC[C@@H]2CC(=O)NCCc1c[nH]c2ccccc12	2.0
73	O=C1c2cc(Cl)c(Cl)cc2C(=O)N1c1ccc(Oc2ccccc2)cc1	-6.0
74	Cc1cc(C)c2c(n1)sc1c(=O)n(CC(=O)Nc3ccc(F)cc3Cl)cnc12	-5.0&-3.0
75	O=C(Cc1csc2nc(-c3ccc(F)cc3)cn12)NCCN1CCOCC1	-15.0
76	CCCOc1ccc(C2C([N+](=O)[O-])=C(C)N(C)C(=O)N2C)cc1OC (configuration not stated)	-1.0
77	Cc1cc(C=Nn2cnnc2)c(C)n1-c1cccc(C(=O)O)c1	11.4
78	COC(=O)c1ccc(C(=O)NCC[C@H](O)c2cccn2C)cc1	-2.0
79	CC(=O)Nc1cccc(C(C)=NNC(=O)c2cccc(S(=O)(=O)N3CCOCC3)c2)c1	-5.6
80	Cc1nnc(C2CCCN(C(=O)COc3ccccc3)C2)s1 (configuration not stated)	-1.0

A different layout for part of the listing above:
66. O=C(Nc1nc2c(s1)CSc1ccccc1-2)[C@@H]1CCCN1S(=O)(=O)c1cccs1
  SSB-PriA inh: 16.0
67. O=C(N[C@H]1CCN(c2nccs2)C1)c1cc(-c2ccco2)[nH]n1
  SSB-PriA inh: 5.0
68. CC(Oc1ccc2c(c1)OCO2)C(=O)NC(c1cccnc1)C1CCOCC1 (configuration not stated)
  SSB-PriA inh: -13.0
69. COCC(=O)NCC1(c2ccccc2)CCOCC1
  SSB-PriA inh: -11.0

Next structures follow:
entry	SMILES	SSB-PriA inh
81	O=C(O)Cc1cncnc1	-15.0
82	COC(=O)Cn1c(=NC(=O)c2ccc3ncsc3c2)sc2cc(NC(C)=O)ccc21	7.0
83	Nc1c(C(=O)N2CCCC2)sc(=S)n1CC1CCCO1 (configuration not stated)	-1.0
84	Cc1cccc(CSc2nccn3nc(-c4ccc(F)cc4)cc23)c1	-4.0
85	Cc1ccc(-n2c(C)cc(C(=O)CSc3nc4sc5c(c4c(=O)n3-c3ccccc3)CCC(C)C5)c2C)cc1C (configuration not stated)	-6.0
86	O=C(NCc1cc(-c2ccc3c(c2)OCO3)on1)c1cc2ccccc2o1	-3.0
87	COC(=O)C(=O)CC(=O)c1cccs1	3.0
88	CCOC(=O)CNC(=O)[C@@H]1COCC(=O)N1Cc1ccccc1	-7.0
89	CCc1nnc(NS(=O)(=O)c2ccc(NC(=O)c3cc(=O)c4ccccc4o3)cc2)s1	-15.0
90	Cc1ccc(C)c(CS(=O)(=O)O)c1	14.0
91	O=C(NCCCn1ncccc1=O)c1cc(OCc2ccccc2)no1	-14.0
92	COc1ccc(NC(=O)C(=O)NCCN2CCN(c3ccccc3F)CC2)cc1	6.0
93	CC(=O)c1ccc(NC(=O)CC(C)n2nc(C)cc2C)cc1 (configuration not stated)	-11.0
94	COc1ccc(S(=O)(=O)NCCc2sc(-c3cccnc3)nc2C)c(F)c1	-3.0
95	Nc1nc(-c2ccc(O)cc2)cs1	-11.0
96	CC(C)(C)OC(=O)N1CCC(OCC(=O)O)CC1	-23.0
97	O=C(NCc1cccnc1-c1cccs1)c1ccc(S(=O)(=O)N2CCOCC2)cc1	0.0
98	COC(=O)c1ccc(NC(=O)Cn2cnc(-c3ccc(OC)cc3)cc2=O)cc1	-6.0
99	N#Cc1c(NC(=O)c2ccno2)sc2c1CCCCC2	7.0
100	CCc1ccc(-c2csc(NC(=O)CSc3ccccc3)n2)cc1	-12.0

entry	SMILES	SSB-PriA inh
101	CC(C)CS(=O)(=O)C1CN(C(=O)c2cnn(-c3ccccc3)n2)C1	-4.0
102	Cc1cc(C)c(C(=O)NCCN2CCN(c3ccccc3F)CC2)c(C)c1	-9.0&1.0
103	COCC(=O)N1CCCc2ccc(NC(=O)Cc3ccc(S(=O)(=O)C(C)C)cc3)cc21	3.0
104	CN(c1ccccc1)S(=O)(=O)c1c(-c2ccccc2)csc1C(=O)NCc1ccc(Cl)cc1	-6.0
105	CCOC(=O)c1cnc2sc(C)nn2c1=O	-8.0
106	CC(C)c1n[nH]c(=O)c2c1cnn2C(C)(C)C	5.0
107	O=C(CN1CCCc2ccccc21)N/N=C\C=C/c1ccccc1	39.0*
108	Fc1ccc(C2c3nc[nH]c3CCN2C(=S)Nc2ccccc2Cl)cc1 (configuration not stated)	9.0
109	O=C(NC[C@@](O)(c1ccco1)C1CC1)c1cc2ccccc2o1	-17.0
110	O=C(COc1ccnc2c1CCCC2)Nc1nc(-c2ccco2)cs1	-5.0
111	CC(=O)Nc1ccc(S(=O)(=O)N2CCS[C@H]2c2ccccc2)cc1	-21.0
112	CC(=NOC(=O)c1ccccc1)c1c(C)nc2cc(C)ccn12	-8.6
113	O=[N+]([O-])c1ccc(O)c(C2N(c3ccccc3)CCN2c2ccccc2)c1	-3.0
114	COc1ccc(C(=O)Nc2cccc(C(C)=NNC(=O)c3ccc([N+](=O)[O-])cc3)c2)cc1OC	-5.3
115	Cc1cc(NC(=O)CSc2nc3sc4c(c3c(=O)n2-c2ccccc2)CCCC4)no1	-2.0
116	CC(C)(C)C(=O)Nc1ccc(C(=O)NCCNS(=O)(=O)c2ccc(Cl)cc2)cc1	-22.0
117	CCOC(=O)c1ccccc1NC(=O)CSc1ccc(-c2sc(-c3cccs3)nc2C)nn1	-11.0
118	COC(=O)c1cccc(NC(=O)CNC(=O)C2CCCCC2)c1	-6.0
119	COC(=O)C1CC(=NNS(=O)(=O)c2ccc(C)cc2)CS1 (configuration not stated)	2.2
120	CCCS(=O)(=O)N1CCCc2ccc(NC(=O)c3c(-c4ccccc4Cl)noc3C)cc21	-1.0

entry	SMILES	SSB-PriA inh
121	COc1ccc(S(=O)(=O)CC(=O)Nc2cc(C)on2)cc1	5.0
122	Cn1nc(C2CC2)cc1N1CCN(C(=O)Cc2cccs2)CC1	-3.0
123	Cc1oncc1C(=O)N1CC[C@H](Oc2cncc(N(C)C)n2)C1	-11.0
124	CC(C)(C)[C@@H](O)CCNC(=O)c1ccc(F)cc1Cl	-12.0
125	COc1ccc(CCS(=O)(=O)NCc2ccc(C(=O)c3ccco3)s2)cc1	-17.0
126	CN(C(=O)N1CCN(c2ccccc2)CC1)c1ccccc1	-18.0&8.0
127	CC(C)c1cccc2sc(NC(=O)c3ccc(-c4ccccc4)cc3)nc12	-7.0

Values in list order from above:
Entries 121–127 in SSB-PriA inh: 5.0, -3.0, -11.0, -12.0, -17.0, -18.0&8.0, -7.0

An excerpt; rates above refer to the full screens.
